KKLEB tox: cytotoxicity in KKLEB CF airway cells, primary screen, cytotoxicity control for CF NF-kB inhibitor project, cell-based, uHTS, fluorescence assay plates; KKLEB CF airway cells viability, ATPlite luminescence, overnight; active compounds read low; cells stimulated with P. aeruginosa culture filtrate; 0.36% of 360,000 active; activity change (cytotoxicity), % at 5 µM;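 active means corrected activity change at or below -50% at 5 µM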
C8 TRAIL sens: viability loss with TRAIL in NB7+C8 cells, primary screen, TRAIL sensitizer project, cell-based, ATPlite luminescence | 1% of 360,000 active | inhibition (viability loss, TRAIL sensitization), % at 10 µM;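 active means compounds causing at least 50% loss of cell viability in the single-dose screen, relative to plate controls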
CF NFkB block: inhibitors of PAF-induced NF-kB signaling, primary screen, cell-based, GFP fluorescence, uHTS; KKLEB NF-kB-GFP reporter, GFP fluorescence overnight; inhibition, % at 5 µM; 0.86% of 360,000 active; AID 588850, 2011;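 active means at least 50% inhibition at 5 µM, scaled per plate between neutral and stimulator controls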;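 further: PAF is a Pseudomonas aeruginosa culture filtrate used as stimulus; plate controls were PAF-stimulated DMSO wells for no effect and unstimulated DMSO wells for full effect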
NR2F2 inh: NR2F2 transcriptional activity inhibitors, primary screen, cell-based, luciferase reporter, HEK293T, luminescence; HEK293T NGFI-A luciferase reporter; inhibition, % at 8.6 µM; 0.7% of 370,000 active; AID 686940, 2013;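 active means inhibition above a per-plate cutoff, mean inhibition of test wells between control levels plus 3 SD, cut at about 38% in these data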;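 further: cells cotransfected with COUP-TFII expression vector driving the NGFI-A reporter; 0% = median of COUP-TF2 test wells and 100% = reporter-only cells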
LRH-1 inv ag: LRH-1 (NR5A2) inverse agonists, primary screen, cell-based, luminescence, HEK293T, StAR-luciferase reporter. Nuclear receptor subfamily 5 group A member 2 (Homo sapiens), O00482. LRH-1 transfected, 24 h. inhibition, % at 3.6 µM. 0.13% of 360,000 active;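 active means inhibition above the mean inhibition of all tested compounds plus 3 SD, cut at about 73% in these data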;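 further: 0% = DMSO wells and 100% = reporter-only cells lacking LRH-1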
NCOA1 inh: SRC1 coactivator transcriptional activity inhibitors, primary screen, cell-based, luminescence | Nuclear receptor coactivator 1 (Homo sapiens), Q15788 | HEK293 GAL4-SRC1 luciferase reporter | inhibition, % at 3.6 µM | 0.12% of 360,000 active | AID 588354, 2011;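 active means inhibition above the campaign mean plus 3 SD, with each screening campaign given its own cutoff, cut at about 60% in these data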;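 further: 0% = DMSO treated cells and 100% = gossypol at 36 µM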
NCOA2 inhibitor: inhibition of GAL4-SRC2 driven luciferase reporter, primary screen, SRC2 inhibitor project, cell-based, luminescence; inhibition, % at 9 µM; HEK293 GAL4-SRC2 luciferase reporter; 0.17% of 370,000 active;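 active means inhibition above the mean inhibition of all tested compounds plus 3 SD, set per campaign, cut at about 52% in these data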;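 further: 0% = DMSO treated cells and 100% = cells given Gossypol at 36 µM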
TWEAK-Fn14 inh: inhibitors of TWEAK-Fn14 signaling, primary screen, luciferase reporter cells, uHTS; TWEAK-stimulated Fn14 reporter cells, luciferase luminescence, 8 h; inhibition, % at 10 µM; 2% of 360,000 active; in the data active means inhibition above about 50%
LMP1 NFkB inh: EBV LMP1-driven NF-kappaB luciferase reporter inhibitors, primary screen, cell-based, luminescence, single point | inhibition, % at 12.5 µM | LMP1-induced NF-kappaB luciferase reporter cells | 0.69% of 350,000 active; in the data active means inhibition above about 41%;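 further: 0% = neutral control wells and 100% = reference inhibitor control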
NCOA3 inh: SRC3 coactivator transcriptional activity inhibitors, primary screen, cell-based, luminescence | inhibition, % at 3.6 µM | Nuclear receptor coactivator 3 (Homo sapiens), Q9Y6Q9 | 0.17% of 360,000 active | HEK293 GAL4-SRC3 luciferase reporter;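 active means inhibition above a per-campaign cutoff, the mean of all compounds plus 3 SD, cut at about 60% in these data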;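 further: 0% = DMSO-treated cells and 100% = gossypol-treated cells at 36 µM; higher means less SRC3-driven luciferase light from the GAL4 reporter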
TROY signal inh: inhibitors of TROY-driven NF-kB signaling, primary screen, Q293 LMP1-TROYcd cells, NF-kB luciferase, uHTS; inhibition, % at 10 µM; Q293 LMP1-TROYcd NF-kB luciferase reporter, 4 h; AID 1347056, 2019; 0.98% of 360,000 active;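 active means compounds whose plate-normalised and pattern-corrected inhibition of the luciferase reporter signal at the single screening dose is 50% or more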
The depositor's hits bear a star; · = no result given. Not a hit list; any-hit rate near 4.2%.

Order of results: KKLEB tox	C8 TRAIL sens	CF NFkB block	NR2F2 inh	LRH-1 inv ag	NCOA1 inh	NCOA2 inhibitor	TWEAK-Fn14 inh	LMP1 NFkB inh	NCOA3 inh	TROY signal inh
CSc1ccccc1NC(=O)CN(C)C(=O)C1CCN(C(=O)Nc2ccccc2)CC1
→ 8	-21	-19	5	1	6	-2	6	6	-29	-8
Cc1ccc(S(=O)(=O)CCNC(=O)Cc2ccc(Cl)cc2)cc1
→ 4	2	11	-6	7	-5	-26	0	0	15	-5
O=[N+]([O-])c1ccc(/C=N/N/C(=N/c2ccccn2)c2ccccn2)cc1
→ 4	5	-7	-22	-61	-66	-34	18	-13	-81	-13
Cc1cc(C)n(CCN(C)C(=O)C2CCC(=O)N(CCc3cccc(F)c3)C2)n1 (stereo not drawn)
→ 1	0	5	8	0	7	-2	7	1	-8	-3
Cc1cc(NS(=O)(=O)c2ccc(NC(=O)CN3C(=O)c4ccccc4C3=O)cc2)nc(C)n1
→ 10	-3	1	0	-5	-16	-12	8	2	13	8
COC(=O)C(CC(C)C)NC(=O)/C=C/c1ccc(Cl)cc1 (stereo not drawn)
→ 16	-3	-4	-1	-8	-17	2	-4	4	-15	11
Cc1ccccc1CN1CCN(S(=O)(=O)c2ccc(Cl)s2)CC1
→ -10	-1	8	13	5	9	13	-15	-2	16	-29
Cc1nn(-c2ccccc2)c(C)c1/C=N/NC(=O)CSc1nnc(SCc2cccc3ccccc23)s1
→ 2	17	22	-6	-25	-26	-13	20	-7	-10	-42
Brc1ccc(C[n+]2ccccc2)cc1
→ -8	5	-16	-14	17	-10	-19	3	6	-9	-18
O=C(CCn1c(=O)oc2ccccc21)Nc1cccc(Br)c1
→ -3	-8	-1	6	5	17	-31	-6	-14	5	-5
O=C(C1CCN(C2CCN(C/C(Cl)=C/c3ccccc3)CC2)CC1)N1CCOCC1
→ -8	11	3	13	3	-3	16	-1	-1	7	17
CCCCC(=O)O[C@]1(C(=O)CO)CC[C@H]2[C@@H]3CCC4=CC(=O)CC[C@]4(C)[C@H]3[C@@H](O)C[C@@]21C
→ 30	3	57*	-9	-1	-13	-18	4	8	-26	8
CCOc1ccc(C(=O)O/N=C(\N)c2ccccn2)cc1OCC
→ -1	79*	-7	-41	-93	-89	-49	-3	-14	-115	-33
CCSc1n[nH]c2nc3c(c(=O)n12)C1(CCCCC1)Cc1ccccc1-3
→ -9	-24	11	6	-18	2	12	-8	-7	13	52*
CN(CC(=O)N1CCN(c2ccccc2)CC1)C1CCCc2ccccc21 (stereo not drawn)
→ -28	2	8	8	-22	-7	-23	6	3	4	13
COc1ccc(C(=O)NCC(=O)NCCc2c[nH]c3ccccc23)cc1OC
→ 4	-10	-2	-1	-11	-27	13	4	-1	-1	0
CC(C)CNC(=O)c1ccccc1NC(=O)c1ccccc1N(C)S(C)(=O)=O
→ 5	2	0	7	-3	-29	0	-13	0	20	0
CC(=O)Nc1ccc(OCC(O)CNC2CCCC2)cc1 (stereo not drawn)
→ 3	15	2	-2	-22	8	-7	5	-5	4	-11
O=C(O)c1cc(-c2cccc(Cl)c2)nc2nc(N3CCCCC3)sc12
→ -1	-9	4	-25	0	-51	-1	11	-29	19	-9
CCN(CC)Cc1c(O)ccc2cc(-c3nc4ccccc4n3C)c(=O)oc12
→ 5	-1	10	-8	-4	-1	6	17	10	0	35
CCCNC(=S)N1CCC(c2nc3cc(C)c(C)cc3[nH]2)CC1
→ -7	8	17	6	16	9	-4	-4	10	5	-7
O=C(O)c1cnc(-c2ccccc2)nc1Oc1ccccc1
→ 4	-4	-9	12	-8	-3	-19	-3	12	-2	-9
O=c1oc(CCCO)cc2ccc(C#CC3(O)CCCCC3)cc12
→ -6	12	26	-27	-70	-50	-17	-8	-13	-45	-58
COc1ccc(/C=C/C(=O)OCC(=O)NC(C)CCc2ccccc2)cc1 (stereo not drawn)
→ 13	0	-19	4	14	-1	-6	15	3	0	1
O=C1CCC/C=C/C[C@@H](CC(=O)N(CCO)Cc2ccccc2)C(=O)NC[C@@H](c2ccccc2)O1
→ 8	-2	6	2	-1	6	-31	-13	-16	18	-13
C[C@H](CO)N1C[C@H](C)[C@@H](CN(C)S(=O)(=O)c2ccc(F)cc2)OCc2cn(nn2)CCCC1=O
→ 13	0	-3	-15	-2	-21	15	4	0	1	-1
COc1ccc(S(=O)(=O)N(c2onc(C)c2Cl)S(=O)(=O)c2ccc(OC)cc2)cc1
→ -4	-2	-9	0	0	15	-16	-1	-1	2	9
Cc1ccc(NS(=O)(=O)c2ccc(-c3coc(C)n3)cc2)c(Br)c1
→ 10	-21	-2	-2	-4	-16	-3	-9	5	23	11
COc1ccc(CC(=O)NC(C)c2nnc(SCCOc3ccc(OC)cc3)n2C)cc1 (stereo not drawn)
→ 7	-14	-15	19	0	-2	15	1	3	5	4
O=C(NCCc1c[nH]c2ccccc12)c1cnc2sccn2c1=O
→ 11	16	-37	-67	-37	-68	-117	-33	-46	-84	-64
O=C(C(=O)c1ccc(O)cc1)c1ccccc1
→ 7	8	-4	-6	-10	1	-2	8	-30	-8	-2
CC(C)CCN(C)C1CCN(S(=O)(=O)c2cccc(C(F)(F)F)c2)CC1
→ -5	6	-3	·	11	2	·	8	0	5	-28
CCc1cc2c(Nc3ccc(O)cc3)nc(C)nc2s1
→ -6	-9	-6	2	-3	-18	-10	1	0	-6	30
CC(=O)c1cccc(N(CC(=O)Nc2cccnc2)S(C)(=O)=O)c1
→ -13	1	19	-3	-16	-2	0	9	8	11	5
COc1ccc(C(=O)Nc2cc(OC)c(NC(=O)c3ccco3)cc2OC)cc1
→ 19	-23	1	24	2	-2	6	-14	7	17	-29
C/C(=N\NC(=O)c1nn(C)cc1Br)c1cccc(NC(=O)C2CCCC2)c1
→ 1	4	-8	-41	-108	-69	-95	-5	1	-24	-43
C=C(C)COc1ccc(-c2[nH]ncc2-c2ccc(OC)cc2)c(O)c1
→ 2	-5	53*	30	9	17	27	55*	13	33	42
COc1ccc(OC)c(S(=O)(=O)NC(C)c2cnn(-c3ccccn3)c2C)c1 (stereo not drawn)
→ 2	-5	12	4	1	2	4	11	5	0	-4
COc1ccc(OC)c(NC(=O)c2cccnc2)c1
→ -9	-2	5	9	-36	-9	6	18	-3	-6	1
Nc1c(C(=O)Nc2cccc(F)c2)nnn1-c1ccc2c(c1)OCCO2
→ -5	7	8	-55	-179	-79	-30	30	-30	-88	17
Cc1nnc(N/N=C/c2ccc(Br)cc2)n1N
→ 7	-9	0	7	36	-15	-28	0	0	0	-24
COC(=O)c1ccc(-c2nc3ccc(C)cc3o2)cc1
→ 4	48	-14	-51	-176	-79	-46	13	0	-80	-25
C[C@@H]1COC(=O)[C@@H](CC(=O)OC(C)(C)C)C/C=C\C[C@H](CC(=O)NCCO)C(=O)N1
→ -9	-9	-6	-11	19	-4	2	-6	6	6	-7
CC(COc1ccc(C(C)C)cc1)NC(=O)c1ccc(Br)o1 (stereo not drawn)
→ -22	0	22	6	6	-3	-24	4	-3	11	4
N#CC(c1ccc(F)cc1)c1ccc(C(=O)c2ccccc2)cc1 (stereo not drawn)
→ 8	18	29	4	-15	-11	12	6	-5	6	21
Cc1ccc(S(=O)(=O)N(C)CC(=O)Nc2nnc(CC(C)C)s2)cc1
→ -3	7	11	9	3	-15	-21	-5	9	1	-3
COc1cc(NC(=O)Cn2nnc(-c3ccccc3N)n2)cc(OC)c1
→ -10	6	11	-3	14	-10	16	3	-2	-8	13
CN(C(=O)c1ccc(N2CCCCC2)c([N+](=O)[O-])c1)C1(C)CCS(=O)(=O)C1 (stereo not drawn)
→ 1	-2	-51	-4	0	-1	-12	10	-1	6	9
COc1cccc(CN(C)C(=O)C2CCCN(C(=O)c3ccc(Cl)cc3)C2)c1 (stereo not drawn)
→ -10	-18	1	2	-8	-2	-35	6	-2	-7	-11
COc1ccc(C=O)cc1Cn1ccnc1
→ 2	1	-2	-12	5	5	16	1	-2	0	6
Cc1ccc(-c2cc(C(=O)Nc3c(C)n(C)n(-c4ccccc4)c3=O)c3ccccc3n2)cc1
→ -18	10	14	5	8	1	-4	17	13	-5	8
CC(Oc1ccc2c(-c3ccccc3)cc(=O)oc2c1)C(=O)N1CCC[C@@H]1C(N)=O (stereo partly drawn)
→ 4	3	-6	13	-6	-44	-33	-19	-10	-2	-33
C[C@H](NC(=O)C1CCN(S(=O)(=O)c2ccccc2)CC1)C(=O)NCc1ccc(Cl)c(Cl)c1
→ -2	-4	-37	0	8	-10	-2	-4	-2	-3	1
Cc1ccsc1C1Nc2ccc3ncccc3c2C2=C1C(=O)CCC2 (stereo not drawn)
→ 6	-14	4	-19	3	-33	-33	35	14	8	29
Nc1[nH]ncc1C(=O)Nc1cccc(C(F)(F)F)c1
→ 5	12	2	5	-16	-40	-14	10	5	-22	0
CN(Cc1cccnc1)C(=O)CC1C(=O)NCCN1Cc1ccc(-c2ccccc2)cc1 (stereo not drawn)
→ -4	1	7	-8	16	-44	-11	0	4	11	6
CCc1nnc(NC(=O)C2CCN(c3nc(C)cc(C)n3)CC2)s1
→ 5	-19	1	11	6	-9	-15	3	-4	4	11
Cc1ccc(S(=O)(=O)N2CCN(C(=O)CSc3cc(C)ccc3C)CC2)c(C)c1
→ 0	10	3	-4	16	-6	-3	-9	1	4	-26
COc1ccc(/C=N/NC(=O)c2ccc(CSc3nncn3C)cc2)cc1OC
→ -6	-1	15	3	13	-1	-18	-1	-5	8	-16
CC(=O)NC(C)c1nc2ccccc2n1CC(=O)N1C(C)CCCC1C (stereo not drawn)
→ -10	-20	-6	1	-13	-73	-5	-1	-1	18	-21
COc1nc(NS(=O)(=O)c2ccc(C)cc2)nc(C)c1Cl
→ 3	-14	5	15	10	-12	-17	-14	2	-22	-9
COCCN(CCOC)c1cc(C)c(C#N)c2nc3ccccc3n12
→ -6	-1	4	-4	-1	-1	-20	-3	-4	10	5
C[C@H](CO)N1C[C@H](C)[C@@H](CN(C)S(=O)(=O)c2ccccc2F)OCc2cnnn2CCCC1=O
→ 1	-5	6	-14	-3	-2	7	-14	-14	12	-4

Bioassay records: PubChem, several laboratories
